# Screening data from PubChem.
# CF NFkB inh: cystic fibrosis NF-kB activation inhibition | AID 588850 | 0.86% of 360,000 active | KKLEB NF-kB-GFP reporter, PAF-induced, GFP fluorescence overnight | inhibition, % at 5 µM;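 active means at least 50% inhibition at 5 µM, scaled per plate between neutral and stimulator controls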;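 further: PAF is a Pseudomonas aeruginosa culture filtrate used as stimulus; plate controls were PAF-stimulated DMSO wells for no effect and unstimulated DMSO wells for full effect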
# KKLEB cytotox: CF airway cell cytotoxicity counter-screen. KKLEB CF airway cells viability, ATPlite luminescence, overnight; hits give low values; cells stimulated with P. aeruginosa culture filtrate. activity change (cytotoxicity), % at 5 µM. 0.36% of 360,000 active;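 active means corrected activity change at or below -50% at 5 µM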
# TROY signal inh: blocks TROY-dependent signaling in reporter cells; Q293 LMP1-TROYcd NF-kB luciferase reporter, 4 h; AID 1347056; 0.98% of 360,000 active; inhibition, % at 10 µM;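 active means compounds whose plate-normalised and pattern-corrected inhibition of the luciferase reporter signal at the single screening dose is 50% or more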
# NCOA1 inh: inhibitors of human steroid receptor coactivator 1 (SRC1). Q15788. HEK293 GAL4-SRC1 luciferase reporter, luminescence. inhibition, % at 3.6 µM. 0.12% of 360,000 active;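 active means inhibition above the campaign mean plus 3 SD, with each screening campaign given its own cutoff, cut at about 60% in these data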;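 further: 0% = DMSO treated cells and 100% = gossypol at 36 µM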
# Target sequence (Q15788 whole entry, looked up, the tested form may be a part): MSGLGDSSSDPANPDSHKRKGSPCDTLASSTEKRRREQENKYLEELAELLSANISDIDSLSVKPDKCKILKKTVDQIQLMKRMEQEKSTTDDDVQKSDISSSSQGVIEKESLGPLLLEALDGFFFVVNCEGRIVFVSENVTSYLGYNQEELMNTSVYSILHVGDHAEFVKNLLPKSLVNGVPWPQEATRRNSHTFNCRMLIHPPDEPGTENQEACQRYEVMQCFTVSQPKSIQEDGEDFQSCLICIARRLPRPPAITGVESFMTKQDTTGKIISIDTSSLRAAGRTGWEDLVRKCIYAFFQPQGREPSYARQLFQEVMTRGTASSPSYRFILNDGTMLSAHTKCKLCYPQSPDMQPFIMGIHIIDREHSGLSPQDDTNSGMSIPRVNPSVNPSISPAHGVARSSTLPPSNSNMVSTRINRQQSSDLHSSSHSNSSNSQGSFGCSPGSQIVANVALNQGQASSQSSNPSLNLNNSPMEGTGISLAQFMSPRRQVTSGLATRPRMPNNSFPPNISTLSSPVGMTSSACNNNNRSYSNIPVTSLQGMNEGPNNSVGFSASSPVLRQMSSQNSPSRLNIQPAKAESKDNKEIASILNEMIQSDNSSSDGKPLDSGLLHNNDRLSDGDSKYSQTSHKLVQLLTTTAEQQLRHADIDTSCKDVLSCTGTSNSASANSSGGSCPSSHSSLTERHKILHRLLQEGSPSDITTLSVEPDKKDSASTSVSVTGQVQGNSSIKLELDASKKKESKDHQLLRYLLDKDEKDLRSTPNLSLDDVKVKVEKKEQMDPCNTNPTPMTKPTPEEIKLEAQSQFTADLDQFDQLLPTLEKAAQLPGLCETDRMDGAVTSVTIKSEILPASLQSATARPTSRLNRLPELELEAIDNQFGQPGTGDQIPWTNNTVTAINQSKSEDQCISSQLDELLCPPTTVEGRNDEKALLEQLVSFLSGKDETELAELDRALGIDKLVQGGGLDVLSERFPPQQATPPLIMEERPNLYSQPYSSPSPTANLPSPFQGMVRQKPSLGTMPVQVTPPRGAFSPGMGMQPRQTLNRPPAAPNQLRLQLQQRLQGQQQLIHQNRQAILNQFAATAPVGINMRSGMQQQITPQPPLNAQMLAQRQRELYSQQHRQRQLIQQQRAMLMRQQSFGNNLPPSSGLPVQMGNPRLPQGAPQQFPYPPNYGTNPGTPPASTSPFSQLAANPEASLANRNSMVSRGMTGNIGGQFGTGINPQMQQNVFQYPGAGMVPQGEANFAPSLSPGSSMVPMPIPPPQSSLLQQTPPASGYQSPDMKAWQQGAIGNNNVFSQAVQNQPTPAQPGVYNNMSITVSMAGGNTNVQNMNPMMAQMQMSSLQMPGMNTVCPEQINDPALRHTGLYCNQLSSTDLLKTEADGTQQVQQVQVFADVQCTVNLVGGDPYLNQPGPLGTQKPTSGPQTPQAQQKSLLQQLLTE
# Shn3 3UTR inh: Schnurri-3 reporter inhibition in Clone20 osteoblasts; 0.52% of 360,000 active; inhibition, % at 12.5 µM; AID 588674; Clone20 osteoblast Shn3 3'UTR firefly luciferase, 24 h;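 active means mean inhibition of at least 75% with every replicate also reaching 75%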;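 further: 0% = median of neutral control wells and 100% = pilot-screen positive control compound; some compounds past the cut are filed as inactive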
# TWEAK-Fn14 inh: blocks TWEAK-Fn14 interaction in a reporter cell assay; TWEAK-stimulated Fn14 reporter cells, luciferase luminescence, 8 h; inhibition, % at 10 µM; 2% of 360,000 active; AID 1159606; in the data active means inhibition above about 50%
# NR2F2 inh: inhibitors of human COUP-TFII (NR2F2). 0.7% of 370,000 active. inhibition, % at 8.6 µM. HEK293T NGFI-A luciferase reporter, luminescence. P24468. AID 686940;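 active means inhibition above a per-plate cutoff, mean inhibition of test wells between control levels plus 3 SD, cut at about 38% in these data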;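 further: cells cotransfected with COUP-TFII expression vector driving the NGFI-A reporter; 0% = median of COUP-TF2 test wells and 100% = reporter-only cells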
# C8 TRAIL sens: caspase-8 TRAIL sensitization; NB7+C8 cells + TRAIL, ATPlite viability luminescence; inhibition (viability loss, TRAIL sensitization), % at 10 µM; 1% of 360,000 active;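 active means compounds causing at least 50% loss of cell viability in the single-dose screen, relative to plate controls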
# LMP1 NFkB inh: inhibitors of Epstein-Barr LMP1-induced NF-kappaB reporter | LMP1-induced NF-kappaB luciferase reporter cells, luminescence | inhibition, % at 12.5 µM | AID 504558 | 0.69% of 350,000 active; in the data active means inhibition above about 41%;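 further: 0% = neutral control wells and 100% = reference inhibitor control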
# NR5A2 inv ag: suppresses constitutive activity of human LRH-1. O00482. HEK293T StAR-luciferase reporter, LRH-1 transfected, 24 h. inhibition, % at 3.6 µM. 0.13% of 360,000 active. AID 602396;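 active means inhibition above the mean inhibition of all tested compounds plus 3 SD, cut at about 73% in these data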;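 further: 0% = DMSO wells and 100% = reporter-only cells lacking LRH-1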
# SRC3 inh: inhibits human SRC3 coactivator; HEK293 GAL4-SRC3 luciferase reporter, luminescence; inhibition, % at 3.6 µM; 0.17% of 360,000 active; AID 588352;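 active means inhibition above a per-campaign cutoff, the mean of all compounds plus 3 SD, cut at about 60% in these data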;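 further: 0% = DMSO-treated cells and 100% = gossypol-treated cells at 36 µM; higher means less SRC3-driven luciferase light from the GAL4 reporter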
# Numbers without * were called inactive; / = no result given; & = joins results of further samples. Some of the compounds tested; rates above refer to the full screens.
item | SMILES | CF NFkB inh | KKLEB cytotox | TROY signal inh | NCOA1 inh | Shn3 3UTR inh | TWEAK-Fn14 inh | NR2F2 inh | C8 TRAIL sens | LMP1 NFkB inh | NR5A2 inv ag | SRC3 inh
1 | CC(C)n1cc(CN2CCC(n3nccc3NC(=O)CCCc3ccccc3)CC2)cn1 | 12 | 4 | -4 | -15 | -2 | -7 | 6 | -14 | 7 | 4 | 6
2 | CC(C)OC(=O)CNc1n[nH]c(=S)[nH]c1=O | 20 | -3 | 9 | 1 | -14 | -3 | 6 | 3 | -7 | 15 | 7
3 | CSc1nc(N)nc2c1ncn2CC(=O)NCCNc1ccc([N+](=O)[O-])cn1 | -8 | 3 | -2 | -8 | -14 | -2 | -1 | 7 | 1 | 5 | 12
4 | CC1CC(C)(C)NC(=S)N1CCCC(=O)N1CCN(c2ccccc2F)CC1 (stereo not drawn) | 4 | -11 | 3 | 3 | -31 | 10 | 7 | 1 | 1 | -9 | 8
5 | O=C(CC1NC(=O)NC1=O)Nc1cccc2ccccc12 (stereo not drawn) | 22 | -2 | 12 | -6 | -3 | 5 | 14 | -4 | -7 | -26 | 15
6 | COc1ccc(/C(N)=N/OC(=O)CCC2CCCC2)cc1OC | 13 | -8 | -48 | -31 | -33 | -4 | -21 | -2 | 2 | 3 | -7
7 | COc1ccc(CCNC(=O)CSc2nnc(-c3ccccc3)o2)cc1OC | -8 | 11 | -8 | 1 | 1 | 1 | -8 | -14 | -4 | -13 | -3
8 | C/C(=N\NC(=O)c1nnn(-c2nonc2N)c1CN(C)c1ccccc1)c1cccs1 | -22 | 3 | 18 | -4 | 13 | -11 | -1 | 7 | -3 | -5 | 7
9 | CCCn1c(SCC(=O)c2ccc(OC)c(OC)c2)nc2c1c(=O)n(C)c(=O)n2C | -2 | -10 | -1 | 20 | 17 | 10 | -6 | -2 | -1 | 2 | 4
10 | CC(C)CCCCCCCCCCCCC(=O)NCC(=O)NC1C(C)OC(Nc2ncnc3nc[nH]c23)C(O)C1O (stereo not drawn) | 83* | -17 | 77* | 87* | 92* | 97* | 78* | 45 | 92* | 88* | 91*
11 | CC(=O)Nc1sc(C)c(C)c1C(=O)OCC(=O)Nc1ccccc1 | 4 | -5 | -39 | -1 | 2 | -25 | -7 | 8 | -5 | 7 | -36
12 | COc1ccc(CNC(=O)Cn2cc([N+](=O)[O-])nc2C)cc1 | -8 | 4 | 0 | -1 | 28 | 1 | -6 | -6 | 4 | -8 | 6
13 | Cc1onc(-c2ccccc2)c1-c1nnc(-c2ccccc2C(F)(F)F)o1 | -8 | -7 | 19 | 6 | 9 | 13 | 15 | -10 | -2 | -16 | 15
14 | COc1nc(OC/C(N)=N/O)nc(N2CCOCC2)n1 | 9 | -3 | 15 | -6 | 4 | -5 | 4 | 3 | -5 | 0 | 19
15 | Cc1cc(NC(=O)/C=C/C(=O)N(c2ccccc2C)C(C(=O)NC2CCCC2)c2ccc(F)cc2)no1 (stereo not drawn) | 22 | -5 | 2 | 6 | 22 | 44 | -15 | 37 | -6 | -3 | 14
16 | C/C(=N\OCC(=O)Nc1cc(C)cc(C)c1)c1ccc2c(c1)OCCO2 | -2 | -7 | 0 | 10 | -6 | -7 | 7 | 7 | -2 | 7 | 8
17 | Cc1c(C(=O)Nc2ccccc2)c2ccc(C(F)(F)F)cc2n1O | 26 | 2 | 27 | -40 | -23 | 22 | 7 | 14 | / | 11 | 1
18 | S=C(NCC1CC1)N/N=C/c1ccccc1Cl | -27 | 33 | -22 | 5 | 7 | 11 | 3 | -1 | -10 | 1 | -16
19 | COc1ccc(C(CNC(=O)c2cc(S(=O)(=O)Nc3cccc(C)c3)ccc2C)N2CCCC2)cc1 (stereo not drawn) | 23 | -11 | -31 | -13 | 17 | -14 | -24 | 3 | 10 | -4 | -7
20 | O=c1c2c(-c3cccs3)csc2[nH]c(=S)n1-c1ccccc1 | -12 | -5 | -9 | -3 | 13 | -6 | 2 | 2 | -9 | 10 | 0
21 | O=C(CCCO)NC1Cc2ccccc2C1 | 4 | 4 | 2 | -12 | -11 | 60* | -16 | -3 | -2 | 4 | 30
22 | CCOC(=O)N1CCC(c2cc(=O)n3[nH]c(-c4ccccc4)cc3n2)CC1 | -17 | -10 | -18 | 1 | -9 | -14 | 0 | 12 | -7 | -18 | 1
23 | COc1ccc(C(=O)OCC(=O)Nc2ccc(N3CCOCC3)cc2)cc1OC | 0 | -6 | 4 | -17 | 1 | 7 | -6 | 11 | -8 | 50 | -13
24 | CC(C)c1ccc(Nc2nc(Cl)nc(NCCO)n2)cc1 | 8 | -3 | -11 | 0 | -16 | -6 | -24 | 7 | -12 | 3 | -21
25 | O=C(Nc1ccc(NC(=O)C2CC2)cc1)c1cccs1 | -9 | -12 | -39 | -52 | -125 | -25 | -37 | 30 | -16 | -91 | -36
26 | COc1ccc(-c2nc(NC3=NCCCCC3)sc2C)cc1 | -2 | -6 | -13 | -1 | 19 | -4 | 1 | -5 | 4 | -11 | -1
27 | COc1ccc(Cl)c(OC)c1C(=O)NC(=O)Nc1nc(C)nc(C)n1 | 21 | -9 | 21 | 9 | -1 | 4 | 3 | -5 | 7 | -4 | 11
28 | S=C(NCCC1=CCCCC1)Nc1ccccc1 | 2 | -7 | -51 | -103 | 29 | -24 | -4 | 0 | -33 | -41 | -45
29 | COc1ccccc1-c1nc(SCC(=O)Nc2ccccc2)n[nH]1 | 12 | -3 | -4 | -23 | 0 | 26 | 7 | 1 | -6 | 12 | 1
30 | COc1cccc(CN(C)C(=O)c2cc(S(=O)(=O)N3CCCC3)ccc2C)c1OC | 6 | -12 | 1 | 2 | -9 | -16 | 1 | 11 | 4 | 0 | -2
31 | CCC(c1nnnn1-c1ccc2c(c1)OCCO2)N1CCN(c2ncccc2C(F)(F)F)CC1 (stereo not drawn) | / | / | 15&12 | / | / | 41&5 | 9&0 | 15&12 | / | -18&20 | /
32 | CNC(=O)c1cc2c(ccc3ccccc32)o1 | -14 | 12 | -74 | -46 | -40 | -17 | -23 | 1 | -8 | -51 | -22
33 | COC(=O)N/N=C/c1cn(CCOc2cccc(OC)c2)c2ccccc12 | 3 | 11 | -8 | -3 | 9 | -3 | 6 | -3 | 3 | -11 | 6
34 | COCCNC(=O)C(c1ccc(C)o1)N(Cc1ccccc1)C(=O)Cn1nnc2ccccc21 (stereo not drawn) | 5 | 8 | -17 | -5 | -24 | 9 | 10 | -5 | -6 | -1 | 14
35 | Cc1cccc(C(=O)NNC(=O)c2ccccc2[N+](=O)[O-])c1 | 14 | 6 | -15 | -6 | 15 | 2 | -20 | 5 | 3 | -15 | 14
36 | CCCc1nnc(SCC(=O)Nc2ccc(OC)cc2)n1N | -6 | 11 | -9 | -9 | 35 | 8 | -13 | 3 | -5 | -30 | -6
37 | COc1ccc(CCNC(=O)CCCCCN2C(=O)c3ccccc3C2=O)cc1 | -5 | -2 | 15 | -37 | -8 | -7 | 7 | -13 | 4 | 16 | 12
38 | Cc1nc(S/C(C(=O)O)=C2/C(=O)Nc3ccccc32)n[nH]1 | 0 | 7 | 15 | -18 | 1 | 10 | -16 | 28 | -3 | 7 | 11
39 | Cc1cccc(C(C)C)c1NC(=O)c1cc2ccccc2o1 | 4 | 4 | -13 | 7 | 12 | 2 | 8 | 17 | -2 | 20 | 17
40 | O=C(CCC(=O)c1ccc[nH]1)c1ccc(Cl)cc1 | 7 | -3 | -34 | -68 | -68 | 5 | -44 | 7 | -35 | -38 | -44
41 | CC1=Nc2ccc(Br)cc2C(c2ccccc2)N1CC(=O)NN (stereo not drawn) | 20 | -2 | 1 | -20 | 9 | -12 | -8 | -7 | -4 | -2 | 14
42 | Cc1ccc(C(=O)CSc2nc(C)cc(C)c2C(N)=O)cc1 | -6 | -6 | -7 | -17 | 6 | -8 | -4 | -5 | -6 | -28 | 14
43 | COc1ccc(CCNC(=O)COC(=O)/C=C/c2ccc(OC)c(OC)c2)cc1 | -3 | -5 | 17 | -2 | -7 | -5 | -8 | -3 | -3 | 22 | 3
44 | COc1cccc(/C=N/NC(=O)CC(=O)NCCc2ccc(OC)c(OC)c2)c1 | -4 | -13 | -24 | 0 | -4 | 0 | 5 | -7 | 6 | 3 | 10
45 | O=C(c1ccc(Cn2c(=S)[nH]c3cc4c(cc3c2=O)OCO4)cc1)N1CCN(c2ccccc2)CC1 | 2 | 11 | 4 | 5 | 40 | -23 | 10 | 2 | 8 | 9 | -2
46 | CCN(C(=O)COC(=O)c1cc2c(s1)CCCC2)c1c(N)n(Cc2ccccc2)c(=O)[nH]c1=O | 5 | -25 | 1 | -16 | -15 | 1 | -13 | -23 | -4 | 0 | 12
47 | Cn1c(=O)c2c(ncn2CCOc2cccc(Br)c2)n(C)c1=O | -12 | -6 | 23 | 22 | 50 | 20 | -1 | 24 | -5 | 20 | 21
48 | CC(=O)OC1CC(C)(C)N(OC(=O)c2ccc(N)cc2)C(C)(C)C1 | 15 | 1 | -2 | 13 | 5 | 4 | 1 | 9 | 2 | 0 | -6
49 | Brc1ccc(CSc2nnc(-c3ccccn3)n2Cc2ccco2)cc1 | 20 | -24 | 20 | 3 | -6 | 19 | -4 | 21 | 18 | 24 | 4
50 | O=C(Nc1ccc(Cl)cc1)NN1CCCCCC1 | 6 | -5 | -21 | -14 | -26 | -9 | -15 | 4 | -6 | -19 | -23
51 | CCOC(=O)C1=C(N)OC2=C(C(=O)CC(C)(C)C2)C1c1cc(CSc2nnnn2C)cs1 (stereo not drawn) | -6 | -21 | -7 | -3 | 4 | -17 | -12 | -6 | 0 | 0 | 9
52 | COc1ccc(C)cc1S(=O)(=O)N1CCCC(C(=O)NCc2ccccn2)C1 (stereo not drawn) | -10 | -2 | -20 | -4 | 8 | 18 | -4 | 4 | -13 | -16 | -24
53 | Cc1nc2ccccn2c1-c1nnco1 | -11 | 8 | -7 | -7 | 0 | 3 | 1 | -16 | -2 | -3 | 22
54 | Cc1ccc(C(=O)N2CCN(CCNC(=O)C(=O)NC(C)C)CC2)cc1 | 1 | 3 | -3 | -2 | 3 | 4 | 13 | -1 | 18 | -10 | 8
